# From PubChem BioAssay
# NALP1 inh = NALP1 inflammasome inhibitors in reconstituted yeast, colorimetric, S. cerevisiae, triplicate retest; S. cerevisiae NALP1/ASC/caspase-1 growth, X-gal OD620, 72 h; inhibition, % at 10 µM; 280,000 tested, 0.61% active; in the data active = inhibition mostly above about 24%, no sharp cut-off; inactive = mostly below about 32%; also: some compounds called inactive have numbers as strong as hits
# p-CIP stab down = p/CIP-EGFP fusion destabilizers, primary screen, fluorescence, F442A cells | Q05BA5 | AID 1984, 2009 | 290,000 tested, 0.01% active | decrease of EGFP signal, % at 10 µM | 16 h;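 active = EGFP signal decrease of at least 30% at 10 µM or well 3 SD below plate mean, unless failing retest; inactive = the rest, including hits failing retest or dose response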; also: some compounds called inactive have numbers as strong as hits; many of its hits are not listed in these tables
# IDE act = human IDE activators in live cells, primary screen, fluorescence polarization, HEK cells, FAbeta-B substrate | AID 493087, 2011 | Insulin-degrading enzyme (Homo sapiens), P14735 | FAbeta-B cleavage; 0% vehicle, 100% cell-free pure enzyme wells | activation, % at 5.96 µM | 340,000 tested, 0.073% active;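 active = activation above the mean of all tested compounds plus 3 SD, set per screening campaign, cut at about 17% in these data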
# IMP-1 inh = IMP-1 metallo-beta-lactamase inhibitors, primary screen, biochemical, epi-absorbance readout, Pseudomonas aeruginosa enzyme. metallo-beta-lactamase IMP-1 (Pseudomonas aeruginosa). purified IMP-1, nitrocefin hydrolysis, epi-absorbance fluorescence. inhibition, % at 5.6 µM. 290,000 tested, 0.45% active;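 active = inhibition above the mean plus 3 SD of all compounds in the same screening run, cut at about 4.5% in these data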;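 also: 0% = IMP-1 with DMSO and 100% = DMSO wells lacking enzyme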
#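 Test system: recombinant IMP-1 enzyme, purified / Medium: HEPES buffer pH 7.1 with ZnSO4 and Brij 35 / Doses: single dose, 5.6 µM / Times: 25 °C, 15 min preincubation, 25 min reaction / Detection: Epi-absorbance via hydrolysed-nitrocefin quenching of white-plate fluorescence, 480/530 nm, EDTA stop / Evaluation: percent inhibition from optical density relative to buffer-blank wells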
# VIM-2 inhibitor = VIM-2 metallo-beta-lactamase inhibitors, primary screen, biochemical, epi-absorbance readout, Pseudomonas aeruginosa enzyme; inhibition, % at 5.6 µM; 290,000 tested, 0.89% active; purified VIM-2, nitrocefin hydrolysis, epi-absorbance fluorescence;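 active = inhibition above the mean of all tested compounds plus 3 SD, cutoff set per screening run, cut at about 7.5% in these data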;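 also: red hydrolysis product quenches plate fluorescence so inhibitors raise well fluorescence; 0% = enzyme with DMSO and 100% = DMSO without enzyme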
# PHOSPHO1 inh = PubChem AID 1565; recombinant PHOSPHO1, absorbance phosphatase assay; 290,000 tested, 1.1% active; Phosphoethanolamine/phosphocholine phosphatase (Homo sapiens), Q8TCT1; inhibition, % at 13.3 µM; in the data active = inhibition above about 60%
# IDE cell inh = human IDE inhibitors in live cells, primary screen, fluorescence polarization, HEK cells, FAbetaB substrate; FAbetaB cleavage; inhibition, % at 5.59 µM; AID 434962, 2010; 320,000 tested, 0.41% active; Insulin-degrading enzyme (Homo sapiens), P14735;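 active = percent inhibition above the average of all tested compounds plus 3 SD, set per screening campaign, cut at about 16% in these data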;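 also: IDE supplied by intact live HEK cells; FP after avidin binding of uncleaved biotin substrate so inhibition keeps polarization high; 0% = DMSO wells and 100% = 60 µM reference IDE inhibitor Ii1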
# M18AAP inhibitor = PfM18AAP inhibitors, malaria aminopeptidase, primary screen, biochemical, QFRET, recombinant enzyme; H-Glu-NHMec fluorogenic cleavage; 290,000 tested, 1.2% active; M18 aspartyl aminopeptidase (Plasmodium falciparum 3D7); inhibition, % at 7.35 µM; AID 1822, 2009;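 active = inhibition above the campaign mean inhibition over all tested compounds plus 3 SD, cut at about 28% in these data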;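 also: 0% = plate median of test compound wells and 100% = 2 mM ZnCl2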
# GPR7 antagonist = GPR7 receptor antagonists, primary screen, cell-based, fluorescence, single concentration; GPR7-expressing cells, fluorescence antagonist assay; inhibition, % at 4.4 µM; 290,000 tested, 1.1% active; AID 1861, 2009; in the data active = inhibition above about 16%, passing the limit was not always enough;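 also: cells stimulated with the agonist NPW; 0% = agonist with vehicle and 100% = vehicle without agonist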
# * = called active by the depositor; x = not tested or not shown.
p-CIP stab down	GPR7 antagonist	IMP-1 inh	VIM-2 inhibitor	IDE act	M18AAP inhibitor	IDE cell inh	NALP1 inh	PHOSPHO1 inh	Compound
0	-15	-3.0	18*	6	-5	-5	4	11	CCc1cc2c(CN3CCN(CCO)CC3)cc(=O)oc2cc1O
0	-5	-1.2	-1.9	0	13	-1	15	28	Cc1ccc(SC/C(O)=C(\C#N)c2nc3ccccc3n2C)cc1
-3	-3	-0.9	-1.4	0	4	5	29	11	CC(=O)N=c1n(C)c2ccccc2n1CCOc1ccccc1
0	10	-3.2	-4.9	-1	-2	-1	2	13	COc1ccccc1N1CCN(C2CCCC(C)C2)CC1 (stereo not drawn)
-4	-13	-4.9	2.2	3	2	0	42	18	CC(C)N1C(=S)SC(C)(C)C1NO (stereo not drawn)
-4	5	-3.4	-1.1	0	7	2	11	3	C/C=C/c1ccc(OCCOCCNCc2ccccc2)c(OC)c1
-6	33*	-3.4	-3.8	-10	5	17*	9	37	Cc1cc2nc(-c3ccc(SCc4ccc(C#N)cc4)nc3)[nH]c2cc1C
-7	-13	-1.4	-1.2	5	-4	1	17	25	Cc1[nH]c2ccccc2c1C(=O)CN1C(=O)C(=O)N(C2CCCC2)C1=O
11	-3	-4.0	-0.2	4	-2	-1	14	-8	Cc1ccc2cc(CN(CC3CCCO3)C(=S)NCc3ccco3)c(=O)[nH]c2c1C (stereo not drawn)
3	7	0.3	1.0	-3	-11	8	-13	-33	CC(C)CN1C(=O)C(=O)N(CC(=O)N2CCC(Cc3ccccc3)CC2)C1=O
-3	6	-2.1	-2.0	2	3	0	14	-11	O=c1cnnc(Nc2cccc(F)c2)[nH]1
-13	-12	-4.1	-4.4	1	22	-1	4	-22	Cc1cc(N)ccc1-n1c(C)ccc1C
-2	-4	-4.7	-6.0	4	-5	1	12	1	NC(N)=Nc1nc(CSCC/C(N)=N/S(N)(=O)=O)cs1
5	-4	-1.7	-2.7	-4	-7	-1	29	5	Cc1ccccc1C(=O)OCn1nnc2ccccc2c1=O
11	-9	-1.5	-2.4	2	-9	-4	-2	7	COc1ccc(CCNC(=O)CN2C(=O)CCSc3ccccc32)c(OC)c1
-18	-4	-3.7	-2.2	-4	-40	3	4	12	O=C(NCc1ccccc1)c1nc(S(=O)(=O)Cc2ccccc2)ncc1Cl
0	0	-1.7	0.3	4	-1	3	17	24	CC(C)=C(NC(=O)c1ccccc1)C(=O)NC(Cc1ccccc1)C(=O)O (stereo not drawn)
-3	-1	0.2	5.5	1	5	-4	23	6	Cc1cc(Nc2cc(F)ccc2C)n2nc(C)nc2n1
6	7	-2.4	-1.1	5	3	4	4	-5	COc1ccc(S(=O)(=O)N2CCOC2CNC(=O)C(=O)NCc2ccc(F)cc2)cc1 (stereo not drawn)
13	-4	-3.3	0.1	5	5	1	22	-14	CCc1ccc(Sc2cc(C(=O)NCCN3CCOCC3)c3ccccc3n2)cc1
-3	-6	-2.2	-1.0	3	-7	-2	22	15	CCCn1nc(C(=O)OCn2nnc3ccccc3c2=O)c2ccccc2c1=O
3	2	-1.8	-4.3	3	7	5	9	16	Cc1ccc(Cn2nnnc2CN2CCC(NC(=O)c3ccccc3F)CC2)cc1
-4	3	-0.5	-1.8	2	-10	6	6	-8	CCN(CC)CCNc1nc2ccccc2n1C
4	-10	-1.9	-3.9	1	4	-3	40	-3	Cc1ccc(N(C)S(=O)(=O)c2cccc(C(=O)Oc3ccc4c(C)cc(=O)oc4c3)c2)cc1
-18	2	-0.7	-0.7	-1	4	4	7	2	Cc1ccsc1/C=N/NC(=O)c1ccc2nc[nH]c2c1
-3	-11	-2.3	-3.5	2	0	2	3	13	N/C(=N\OC(=O)C1CCCCC1)c1ccccn1
-8	-10	-3.5	-1.8	3	0	-7	-6	0	O=C(O)CCCCCN1C(=O)/C(=C\c2cn(-c3ccccc3)nc2-c2cccs2)SC1=S
-7	-1	-4.1	-1.4	1	1	x	19	-6	CCn1c(C(=O)N2CCC(C(=O)NCc3ccc4c(c3)OCO4)CC2)cc2sccc21
-1	3	-3.8	-2.3	3	16	2	19	-3	COc1cc(/C=N/n2cnnc2)ccc1OS(=O)(=O)c1ccccc1[N+](=O)[O-]
5	-18	-1.5	-2.5	5	-5	-2	4	-13	CC(C)CN(CCNC(=O)CN1C(=O)CSc2ccc(S(=O)(=O)N3CCOCC3)cc21)CC(C)C
-2	1	-0.9	0.6	3	-15	-3	34*	13	Cc1ccc(S(=O)(=O)c2nc(-c3ccccc3)oc2N2CCC(C(N)=O)CC2)cc1
1	-16	-0.9	-2.2	8	2	0	3	34	CCOc1ccccc1N(CC(=O)Nc1ccc(OC)c(OC)c1)S(=O)(=O)c1ccccc1
11	0	1.6	-1.5	4	-3	2	20	8	Cc1ccc(C(=O)NC(=S)Nc2ccc3[nH]c(=O)[nH]c3c2)cc1
-11	-10	-2.1	-2.4	-2	1	-4	18	-5	COC(=O)CC(CP(=O)(O)CN(C)C=O)C(=O)OC (stereo not drawn)
2	9	-3.0	-1.5	7	7	7	40	3	O=[N+]([O-])c1ccc(NCc2ccccc2)nc1
-1	3	-3.6	-0.9	3	-7	1	10	3	Nn1cnc2sc3c(c2c1=O)CCC3
-3	8	-1.0	-2.2	5	-16	2	4	19	CC(=O)C(Sc1nnnn1-c1ccccc1)C(C)=O
0	-13	-1.2	-4.1	6	0	-2	8	-1	Cn1c(=O)c2c(ncn2CC(=O)N2CCN(c3ccc([N+](=O)[O-])cc3)CC2)n(C)c1=O
-7	0	-2.6	-4.5	0	3	4	6	31	COc1ccc(/C=N/NC(=O)CN2CCS(=O)(=O)CC2)cc1
19	-1	-3.3	-3.0	5	2	8	6	-6	CC(C)c1nnc(NC(=O)c2cccc(NC(=O)C(F)(F)F)c2)s1

# Molecules listed so far that have fluorine:
p-CIP stab down	GPR7 antagonist	IMP-1 inh	VIM-2 inhibitor	IDE act	M18AAP inhibitor	IDE cell inh	NALP1 inh	PHOSPHO1 inh	Compound
-3	6	-2.1	-2.0	2	3	0	14	-11	O=c1cnnc(Nc2cccc(F)c2)[nH]1
-3	-1	0.2	5.5	1	5	-4	23	6	Cc1cc(Nc2cc(F)ccc2C)n2nc(C)nc2n1
6	7	-2.4	-1.1	5	3	4	4	-5	COc1ccc(S(=O)(=O)N2CCOC2CNC(=O)C(=O)NCc2ccc(F)cc2)cc1 (stereo not drawn)
3	2	-1.8	-4.3	3	7	5	9	16	Cc1ccc(Cn2nnnc2CN2CCC(NC(=O)c3ccccc3F)CC2)cc1
19	-1	-3.3	-3.0	5	2	8	6	-6	CC(C)c1nnc(NC(=O)c2cccc(NC(=O)C(F)(F)F)c2)s1

# The listing continues:
p-CIP stab down	GPR7 antagonist	IMP-1 inh	VIM-2 inhibitor	IDE act	M18AAP inhibitor	IDE cell inh	NALP1 inh	PHOSPHO1 inh	Compound
18	-6	-3.5	-0.8	3	-1	0	-6	4	COc1ccccc1/C=C/C(=O)Nc1ccc(N2CCOCC2)cc1
-16	-4	-1.9	-2.4	3	0	0	9	18	COc1ccccc1C(=O)NCCC(=O)N1CCCCC1
-4	-4	-2.4	-2.5	3	-13	-7	25	3	CCn1ncc([N+](=O)[O-])c1C(=O)n1nc(C)cc1C
4	2	-1.2	-2.0	-3	-8	-2	16	-4	Cc1nn(C(=O)c2ccco2)c(C)c1Sc1ccc(Cl)cc1
-4	1	-2.2	-3.7	3	-2	2	x	37	O=C(Nc1ccc(-c2nc3cccnc3s2)cc1)c1ccc(Cl)nc1
-6	3	-3.6	-1.9	4	-7	1	13	18	CC(=O)N1CCN(Cc2ccc(Br)s2)CC1
-8	-6	2.4	-2.2	4	1	-3	14	13	CCOC(=O)N1CCN(C(=S)NC)CC1
10	4	0.9	2.3	-5	5	2	38*	33	COc1ccc(C2C3=C(N=C4SCC(=O)N42)c2ccccc2CC3)cc1 (stereo not drawn)
0	-10	-3.5	-2.1	4	11	7	2	19	O=C1CC(N2CCN(c3ccc(C(=O)c4ccc(F)cc4)cc3)CC2)C(=O)N1 (stereo not drawn)
-5	-17	-1.3	-3.6	-6	1	-4	8	43	CCC(C)Sc1nnc(CNS(=O)(=O)c2ccc(F)cc2)n1C (stereo not drawn)
1	-5	0.2	-2.5	-4	13	x	32	15	O=C(COC(=O)c1c2c(nc3ccccc13)/C(=C/c1ccco1)CC2)NC1CCCC1
-3	-4	-2.4	-1.3	0	0	3	-14	47	COc1ccc(C2NC(=O)c3sc(=S)n(-c4ccccc4)c3N2)cc1 (stereo not drawn)
-7	-3	-2.8	0.5	3	-9	0	-2	-6	COc1ccc2[nH]c(=O)c(CN(Cc3cccs3)Cc3nnnn3Cc3ccccc3)cc2c1
-6	-19	-3.9	-2.0	2	6	-4	5	37	O=C(NNC(=O)C1CCN(Cc2ccc(Cl)c(Cl)c2)CC1)c1cccs1
-5	5	-2.5	-0.9	4	7	4	18	-6	CC(Cl)C(=O)NC(=O)NC12CC3CC(CC(C3)C1)C2 (stereo not drawn)
-3	4	-4.5	-2.7	-1	-1	1	11	-21	O=C(Nc1nncs1)c1ccccc1Br
-2	-15	-2.7	-1.0	6	0	1	24	-38	CCOC(=O)c1c(C)nc2cc(C)ccn12
-5	-7	0.1	-3.1	2	1	1	-9	86*	Cc1ccc2nc3sc(C(=O)N4CCOCC4)c(N)c3cc2c1
-8	-15	-3.7	-0.9	5	0	1	14	38	O=C(CCC(=O)c1ccccc1)Nc1ccccc1OC(F)F
2	-1	-1.2	-1.8	6	-1	-2	x	19	Brc1ccc(-c2n(-c3ccccn3)c3ccccc3[n+]2-c2ccccn2)cc1
-18	11	-2.4	-2.9	-2	-2	-2	34	-8	COc1ccc(/C=C/c2nc(-c3ccccc3O)n[nH]2)cc1
-10	-8	-3.3	-3.3	1	-1	6	5	23	COc1cccc(-c2cccc(NC(=O)C3CCN(Cc4cnn(C)c4)CC3)c2)c1
-9	0	-3.1	1.0	x	-2	3	-9	-6	O=C(CC(=O)NC1CCCCC1)N/N=C/c1ccccc1F
-13	4	0.9	0.4	-3	-9	-6	0	x	COc1ccc(CN2C(=O)C(C)=C(C)C2OC)cc1 (stereo not drawn)
6	-6	-0.6	-1.2	0	2	3	-3	-4	O=C(CN(Cc1ccccc1C(F)(F)F)C(=O)CNC(=O)c1ccco1)NC1CCCC1
-14	4	-0.2	-1.2	-1	-8	x	14	-3	Cc1nn(Cc2ccccc2)c(C)c1NC(=O)CSc1nc(-c2ccccc2)nc2c1cnn2-c1ccccc1
-11	0	-2.9	-0.9	1	-13	-8	8	24	COc1ccc(COC(=O)C2=C(C)NC(=O)NC2c2ccccc2OC(C)C)cc1 (stereo not drawn)
0	-11	-4.1	-0.3	0	2	0	0	11	Cc1ccc(C)c(N(C)C(=O)COc2cc(=O)n(C)c3ccccc23)c1
-1	12	-1.9	-5.1	2	5	2	3	36	COc1cc(C(=O)OCC(=O)Nc2ccc(C)cc2)cc(OC)c1OC
